MITF inh: inhibitors of human MITF | O75030 | AlphaScreen MITF homodimerization, bead proximity signal | inhibition, % at 2.6 µM | hit rate 0.91% among 650,000 | AID 1259374; in the data active means inhibition above about 50%;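 further: 0% = vehicle wells with protein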
Target sequence (O75030 whole entry, looked up): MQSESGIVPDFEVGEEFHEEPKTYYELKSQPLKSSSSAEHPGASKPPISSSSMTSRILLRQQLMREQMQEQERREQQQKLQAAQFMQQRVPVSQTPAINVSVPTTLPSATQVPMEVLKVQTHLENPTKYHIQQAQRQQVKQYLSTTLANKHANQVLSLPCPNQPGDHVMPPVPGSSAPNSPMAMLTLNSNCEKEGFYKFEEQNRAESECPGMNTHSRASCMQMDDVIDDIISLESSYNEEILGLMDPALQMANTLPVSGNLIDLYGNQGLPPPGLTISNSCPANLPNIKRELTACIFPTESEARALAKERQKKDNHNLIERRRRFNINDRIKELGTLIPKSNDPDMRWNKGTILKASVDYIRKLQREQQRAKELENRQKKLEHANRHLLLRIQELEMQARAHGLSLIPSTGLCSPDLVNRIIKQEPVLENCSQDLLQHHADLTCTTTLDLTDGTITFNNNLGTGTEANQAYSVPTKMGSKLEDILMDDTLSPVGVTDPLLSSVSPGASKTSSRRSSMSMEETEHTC
FBW7 act: human FBW7 E3 ligase activation, primary screen; AlphaScreen FBW7–phospho-cyclin E peptide binding, activator screen; normalized activity (activation), % at 26.1 µM; hit rate 0.13% among 650,000; in the data active means normalized activity above about 1.9%;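 further: purified mutant Fbw7 with reduced substrate affinity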
GPR151 activ: activators of human GPR151. PathHunter beta-arrestin GPR151 cells, luminescence. Q8TDV0. activation, % at 11.2 µM. hit rate 1% among 650,000; in the data active means activation above about 4.9%;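 further: 0% = median of compound wells and 100% = cells with positive control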
TEAD-YAP inh: TEAD-YAP interaction inhibition; inhibition, % at 9.12 µM; HEK-TIYL cells, TEAD-Gal4/YAP UAS-luciferase luminescence; AID 1259422; hit rate 1.4% among 640,000; in the data active means inhibition above about 32%;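 further: 0% = median of test compound wells and 100% = reference inhibitor wells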
* hit, by the source's call; & = joins results of further samples.

Abbreviations: A = MITF inh; B = FBW7 act; C = GPR151 activ; D = TEAD-YAP inh
#1 CCOc1ccc(NS(=O)(=O)c2cc3c4c(c2)CC(=O)N4CCC3)cc1
  A: 11 | B: 0.0 | C: -1.5 | D: 11
#2 CCC(=O)Nc1ccc(O)c(-c2nc3cc(C)ccc3o2)c1
  A: 7 | B: 0.1 | C: 3.6 | D: 1
#3 COc1ccc(-c2cc(CNC(=O)C3CC3)no2)cc1OC
  A: 6 | B: 0.0 | C: 0.6 | D: -3
#4 O=C(CSc1ncccc1C(=O)N1CCC(Cc2ccccc2)CC1)Nc1ccc(Cl)cc1
  A: 6 | B: -0.1 | C: -1.1 | D: 1
#5 O=C(CSc1nc2ccccc2o1)Nc1cccc(NC(=O)CSc2nc3ccccc3o2)n1
  A: 7 | B: 0.2 | C: 1.0 | D: -40
#6 CNc1ccccc1C(=O)N/C(N)=N/c1nc(C)c2ccccc2n1
  A: 5&4 | B: 0.8&0.1 | C: 0.0&-0.8 | D: -23&-15
#7 CC1(C)OC(=O)C(=Cc2ccc(-c3cccc(Cl)c3)o2)C(=O)O1
  A: -10 | B: 0.1 | C: 0.2 | D: -11
#8 CC(Oc1ccccc1Cl)C(=O)N(Cc1ccco1)C1CCS(=O)(=O)C1 (centres undefined)
  A: 12 | B: -0.1 | C: 0.2 | D: 1
#9 COCCNC(=O)C(=O)NCc1ccc(C)cc1
  A: -10 | B: -0.1 | C: 1.2 | D: 6
#10 CC[C@@H](Cn1nc(-c2cccs2)oc1=O)NC(=O)c1ccc(=O)[nH]n1
  A: 20 | B: 0.1 | C: -0.7 | D: 1

Molecules above that contain an aryl thioether with sulfur outside any ring, in the order listed:
Abbreviations: A = MITF inh; B = FBW7 act; C = GPR151 activ; D = TEAD-YAP inh
#4 O=C(CSc1ncccc1C(=O)N1CCC(Cc2ccccc2)CC1)Nc1ccc(Cl)cc1
  A: 6 | B: -0.1 | C: -1.1 | D: 1
#5 O=C(CSc1nc2ccccc2o1)Nc1cccc(NC(=O)CSc2nc3ccccc3o2)n1
  A: 7 | B: 0.2 | C: 1.0 | D: -40

(more compounds)
Abbreviations: A = MITF inh; B = FBW7 act; C = GPR151 activ; D = TEAD-YAP inh
#11 Cc1cc(Nc2nn3c(=O)c4ccccc4nc3s2)ccc1Cl
  A: 11 | B: 0.3 | C: -0.1 | D: -12
#12 CCOc1ccc2nc(NS(=O)(=O)c3ccc(Cl)c(C(=O)O)c3)sc2c1
  A: -6 | B: 0.3 | C: -0.5 | D: 6
#13 COc1cc(NS(=O)(=O)c2ccc(NC(=O)CC(NC(=O)C(F)(F)F)c3ccccc3)cc2)nc(OC)n1 (centres undefined)
  A: -4 | B: 0.8 | C: 2.6 | D: 4
#14 CCCOc1ccc(C2C3=C(CCCC3=O)Nc3ccc4ccccc4c32)cc1 (centres undefined)
  A: 6 | B: 0.2 | C: 0.3 | D: 2
#15 COc1ccc(NC(=O)CN2CCC(NC(=O)C3CCCCC3)CC2)cc1
  A: 19 | B: 0.4 | C: -0.5 | D: 5
#16 CCOC(=O)Cn1c(=O)c2c(nc3n(-c4ccc(C)cc4)c(C)cn23)n(C)c1=O
  A: -7 | B: 0.1 | C: 1.9 | D: -4
#17 Cn1c(=O)c2c(nc(CN3CCOCC3)n2Cc2cccc3ccccc23)n(C)c1=O
  A: -5 | B: -0.2 | C: 1.6 | D: 2
#18 C/C(N)=C(/C#N)C(=O)COC(=O)c1ccccc1I
  A: 15 | B: 0.6 | C: -1.9 | D: 4
#19 C=CCNS(=O)(=O)c1c(C)c(C)cc(C)c1C
  A: -3 | B: 0.2 | C: 1.9 | D: 0
#20 O=C1c2cccc3cc(S(=O)(=O)O)cc(c23)C(=O)N1O
  A: 35 | B: 0.0 | C: 0.1 | D: 8
#21 CC(C)CC(=O)Nc1ccc(C(=O)O)cc1
  A: 6 | B: -0.1 | C: -1.7 | D: -3
#22 CCN(CC)c1ccc(NC(=O)CCCOc2ccccc2)cc1
  A: 9 | B: -0.5 | C: 0.9 | D: 2
#23 O=C(CSCCc1ccccn1)Nc1ccc(F)cc1
  A: 5 | B: -0.2 | C: 0.1 | D: -6
#24 CC(=O)c1cccc(NC(=O)Nc2nc(C)cc(C)n2)c1
  A: -2 | B: -0.2 | C: 0.0 | D: -15
#25 CC(C)(O)C#Cc1ccc(C(=O)N2CCN(C(=O)c3ccco3)CC2)o1
  A: 8 | B: -0.1 | C: 0.6 | D: -7
#26 COc1ccc(NC(=O)c2nn3c(C(F)(F)F)cc(-c4ccc(Br)o4)nc3c2Br)c(OC)c1
  A: -11 | B: 0.0 | C: 1.1 | D: -7
#27 CCN(CC)CCCNCc1ccc([N+](=O)[O-])cc1
  A: 30 | B: -0.1 | C: 0.1 | D: -6
#28 CC(C)CCOc1cccc(C2c3c(oc4ccccc4c3=O)C(=O)N2c2nncs2)c1 (centres undefined)
  A: 9 | B: 0.3 | C: 0.2 | D: -10
#29 CC(C)c1ccc(OCCn2c(-c3ccc(Cl)cc3)nc3ccccc3c2=O)cc1
  A: 0 | B: 0.0 | C: 0.1 | D: 7
#30 O=C1NCCN(Cc2ccoc2)C1CC(=O)N1CCCO1 (centres undefined)
  A: -6 | B: 0.0 | C: -0.7 | D: -5

Single entries from the list.
FBW7 act, CC(C)(O)C#Cc1ccc(C(=O)N2CCN(C(=O)c3ccco3)CC2)o1 : -0.1
MITF inh, COc1ccc(NC(=O)c2nn3c(C(F)(F)F)cc(-c4ccc(Br)o4)nc3c2Br)c(OC)c1 : -11

The main list resumes with the five entries that preceded the break.
Abbreviations: A = MITF inh; B = FBW7 act; C = GPR151 activ; D = TEAD-YAP inh
#26 COc1ccc(NC(=O)c2nn3c(C(F)(F)F)cc(-c4ccc(Br)o4)nc3c2Br)c(OC)c1
  A: -11 | B: 0.0 | C: 1.1 | D: -7
#27 CCN(CC)CCCNCc1ccc([N+](=O)[O-])cc1
  A: 30 | B: -0.1 | C: 0.1 | D: -6
#28 CC(C)CCOc1cccc(C2c3c(oc4ccccc4c3=O)C(=O)N2c2nncs2)c1 (centres undefined)
  A: 9 | B: 0.3 | C: 0.2 | D: -10
#29 CC(C)c1ccc(OCCn2c(-c3ccc(Cl)cc3)nc3ccccc3c2=O)cc1
  A: 0 | B: 0.0 | C: 0.1 | D: 7
#30 O=C1NCCN(Cc2ccoc2)C1CC(=O)N1CCCO1 (centres undefined)
  A: -6 | B: 0.0 | C: -0.7 | D: -5
#31 Cc1ccc(N2CCN(C(=O)C34CC5CC(C3)CC(n3nnc(C)n3)(C5)C4)C(C)C2)cc1 (centres undefined)
  A: 3 | B: 0.0 | C: -0.8 | D: -11
#32 Cc1cccc(NC(=O)Cn2nc3n(C)c4ccccc4n3c2=O)n1
  A: 3 | B: 0.1 | C: 0.3 | D: 5
#33 O=C(NCc1cccc(C(F)(F)F)c1)c1cccc(Cl)n1
  A: -8 | B: 0.1 | C: -1.7 | D: -1
#34 Clc1ccc(OCCOCCN2CCNCC2)c2ccccc12
  A: 47 | B: -0.2 | C: -0.3 | D: 0
#35 N/C(=N\N=C\c1ccccc1)SC1CC(=O)N(c2ccccc2)C1=O (centres undefined)
  A: -7 | B: -0.1 | C: -0.2 | D: 5
#36 Cc1ccc(C(=O)Nc2cccc(-c3nc4cc(C)ccc4o3)c2)c(Cl)c1
  A: -2 | B: 0.0 | C: -0.4 | D: 2
#37 O=C(NCc1ccc(F)cc1)c1cc(-c2ccc(O)cc2)on1
  A: -4 | B: -0.1 | C: -0.3 | D: 7
#38 O=S(=O)(c1ccccc1)N1CCN=C1SCc1ccc(F)cc1
  A: 12 | B: 0.1 | C: -1.9 | D: -2
#39 CCCCN1C(=O)S/C(=C\c2ccc(O)c([N+](=O)[O-])c2)C1=O
  A: -2 | B: 0.0 | C: -1.5 | D: 9
#40 CSc1cccc(NC(=O)CN(c2cc(C)ccc2C)S(C)(=O)=O)c1
  A: 1 | B: 0.1 | C: 0.0 | D: -1
#41 Cc1sc2ncn3nnnc3c2c1-c1ccc(F)cc1
  A: 16 | B: 0.8 | C: -0.3 | D: 11
#42 CC1N=C2c3ccccc3N=C(SCc3ccc(F)cc3)N2C1=O (centres undefined)
  A: -4 | B: -0.2 | C: 1.1 | D: -41
#43 CC(C)(C)C(=O)NNC(=O)c1cc(Cl)ccc1O
  A: 0 | B: 0.2 | C: 0.0 | D: -6
#44 Cc1ccc(S(=O)(=O)NN2C(=O)c3ccccc3NC2c2ccccn2)cc1 (centres undefined)
  A: -2 | B: 0.0 | C: -0.9 | D: 5
#45 COc1ccc(CC(=O)Nc2ccc([N+](=O)[O-])cc2Cl)cc1
  A: 10 | B: -0.3 | C: -0.4 | D: 5
#46 S=C(Nc1ccc(Cl)cc1)N(Cc1cccnc1)Cc1ccco1
  A: 6 | B: 0.0 | C: 0.8 | D: -2
#47 CC(CCc1ccccc1)NC(=O)CNC(=S)N(Cc1ccccc1F)C1CCCCC1 (centres undefined)
  A: -9 | B: -0.1 | C: -0.2 | D: 0
#48 COc1ccccc1C(=O)N1c2ccc(OC(=O)c3ccc(F)cc3)cc2C(C)=CC1(C)C
  A: 3 | B: -0.1 | C: 0.8 | D: 11
#49 CC(=O)N(CN1C(=O)c2ccccc2C1=O)c1ccc(OCc2ccccc2)cc1
  A: 1 | B: -0.1 | C: 1.6 | D: 10
#50 CCS(=O)(=O)c1ccc2oc(Nc3ccccc3C)nc2c1
  A: -10 | B: 0.0 | C: -7.4 | D: -54
#51 Cc1ccc(C)c(C(=O)CC2(O)C(=O)Nc3ccc(C)cc32)c1 (centres undefined)
  A: 6 | B: -0.3 | C: 0.8 | D: -5
#52 CC1CC1C(=O)Nc1sc2c(c1C(=O)O)CCC2 (centres undefined)
  A: -1 | B: 0.0 | C: -0.4 | D: 11

Down the list, as entered above.
Compounds 42–49 in FBW7 act: -0.2, 0.2, 0.0, -0.3, 0.0, -0.1, -0.1, -0.1

Screening results as filed in PubChem.
